# NCI-60 one-dose screen, 48 h, at 10 µM unless noted. Numbers give growth in % (100 = growth as untreated, 0 = no growth, -100 = all killed).
# 786-0 – 786-0 renal cancer cells. actives 5.1% (n = 81,000). AID 1794775
# PC-3 – PC-3 prostate cancer cells; actives 3.9% (n = 80,000)
# SF-268 – SF-268 CNS cancer cells. actives 3.1% (n = 82,000)
# UO-31 – UO-31 renal cancer. actives 5.2% (n = 81,000)
# SF-539 – SF-539 CNS cancer | actives 6.8% (n = 81,000)
# SF-295 – SF-295 CNS cancer cells. actives 5.6% (n = 79,000)
# U251 – U251 CNS tumor cells | actives 5.4% (n = 80,000)
# DU-145 – DU-145 prostate cancer. actives 4.2% (n = 81,000). AID 1794760
# SN12C – SN12C renal cancer cells; actives 3.8% (n = 81,000); AID 1794767
# Active calls of the source: *; · = not tested or not shown; & = joins results of further samples; [ ] = another dose, or the depositor's remark. The calls were made as follows: active = growth percent below 10; inactive = the rest. Random draw from the library, and some 9.4% of all compounds hit somewhere here.
# Sequence of screens: SF-268, PC-3, UO-31, SF-539, SN12C, U251, DU-145, 786-0, SF-295
> COC(=O)C1CCC[N+](C)(C)C1 (stereo unspecified)
    103, 91, 81, 96, 100, 97, 107, 97, 99
> COc1cc(Cn2cc3c(c2)-c2onc(CN4CCOCC4)c2CC3)cc(OC)c1OC
    100, 92, 79, 99, 95, 102, 113, 100, 93
> Cn1c(N2CCN(C(=O)c3ccc(Cl)cc3Cl)CC2)nc(-c2ccccc2)cc1=O
    91, 84, 66, 97, 100, 91, 99, 85, 98
> C=C1c2nc3ccccc3n2C=C(c2ccc(Cl)cc2)N1Cc1ccc(OC)cc1
    96, ·, 52, 105, 92, 93, 103, 94, 95
> Cc1[nH]c(C2CC(c3cccs3)=NN2C)c(C)c1C(=O)NCC(F)(F)F (stereo unspecified)
    97, 103, 85, 103, 104, 101, 109, 102, 104
> CN1CCN(C(=S)SCCOc2cc(=O)oc3ccccc23)CC1
    82, 79, 68, 89, 93, 84, 90, 95, 62
> CC1(C)OCC(COC(c2ccccc2)(c2ccccc2)c2ccccc2)O1 (stereo unspecified)
    94, 89, 86, 104, 102, 95, 100, 104, 99
> CN1C(=O)CNC(=O)[C@H](NC(=O)Cc2nc3ccccc3cc2O)CSSC[C@H]1C(=O)NCCCCc1nc2ccccc2cc1O
    113, 84, 96, 107, ·, 101, 105, 118, 99
> Clc1ccc(-c2oc(-c3ccc(Cl)cc3)c3c2CC=CC3)cc1
    99, 85, 68, 97, 93, 101, 113, 103, 98
> CCCC(C)c1cc([N+](=O)[O-])cc([N+](=O)[O-])c1O (stereo unspecified)
    98, 85, 86, 92, 94, 95, 105, 80, 73
> CC(=O)c1cccc(NC(=O)CCC(=O)NS(=O)(=O)c2ccc(C)cc2)c1
    134, 105, 93, 105, 111, 104, 122, 105, 104
> O=c1oc2ccccc2cc1-c1cc(-c2ccc(-c3cc(-c4cc5ccccc5oc4=O)nc(-c4cc5ccccc5oc4=O)c3)cc2)cc(-c2cc3ccccc3oc2=O)n1
    104, 101, 88, 93, 102, 100, 107, 107, 111
> CCC(c1ccccc1)C(CC)c1cc(O)c(O)c(O)c1 (stereo unspecified)
    84, 68, 78, 145, 102, 75, 103, 89, 85
> CC1(c2ccccc2)C(C#N)C(=O)NC(=O)C1C#N (stereo unspecified)
    108, 120, 88, 104, 97, 105, 115, 97, 104
> C=C(C)[C@@H]1CC[C@]2(COCCCNCCC#N)CC[C@]3(C)[C@H](CC[C@@H]4[C@@]5(C)CC[C@H](OCCCNCCC#N)C(C)(C)[C@@H]5CC[C@]43C)[C@@H]12
    56, 42, 41, 67, 52, 71, 65, 60, 56
> Cc1cccc(-c2nc(C(C)C)sc2-c2ccnc(NCCCNS(=O)(=O)c3ccc(Cl)cc3)c2)c1
    67, 50, 75, 84, 73, 73, 78, 76, 81
> O=C1CCc2ccc(OCc3cn(Cc4cc(=O)oc5c4ccc4ccccc45)nn3)cc2N1
    51, 96, 87, 75, 96, 49, 94, 70, 111
> COc1ccccc1N/N=C/c1ccc([N+](=O)[O-])cc1
    98, ·, 79, 100, 98, 97, 102, 97, 96
> CCOc1cc(C2C(C#N)=C(c3cccs3)OC(NC)=C2[N+](=O)[O-])ccc1O (stereo unspecified)
    91, 101, 80, 94, 98, 95, 102, 105, 99
> Cn1c(O)c(N=Nc2ccc(S(N)(=O)=O)cc2)c2ccccc21
    98, 119, 89, 99, 99, 96, 105, 88, 100
> c1ccc2sc(SSc3nc4ccccc4s3)nc2c1
    98, 85, 85, 90, 105, 105, 106, 99, 100
> O=C1C=CC2=C3c4cc(O)c(O)cc4CC3(O)COC2=C1O (stereo unspecified)
    107, 94, 87, 90, 104, 105, 119, 92, 107
> Cn1/c(=N\N=C\c2ccccc2OCCO)sc2ccccc21
    94, 77, 57, 93, 102, 100, 109, 115, 94
> CC1c2ccccc2-c2ccccc2N1C (stereo unspecified)
    105, 84, 71, 50, 90, 99, 110, 104, 109
> CCCCCCCCCCCCCCCCCCOc1ccc(CC(=O)NCC[N+]2(C)CCCCC2)cc1
    71, 44, 91, 106, 57, 38, 93, 85, 80
> Cc1ccccc1C(OCCN(C)C)c1ccccc1 (stereo unspecified)
    110&102, 97&90, 81&82, 92&96, 105&94, 100&97, 110&97, 105&101, 99&101
> COc1ccccc1CC(O)CNCC(C)C (stereo unspecified)
    103, 96, 92, 110, 95, 95, 112, 105, 108
> CN(C)C1(C(N)=O)CCN(Cc2ccccc2)CC1
    103, 97, 87, 90, 103, 103, 109, 99, 103
> CC(C)(C)NC(=O)C1CSC2(C(=O)Nc3ccccc32)N1C(=O)C1CCCCC1 (stereo unspecified)
    94, 94, 82, 101, 100, 96, 106, 105, 96
> COc1cc(OC)cc(C(=O)C[n+]2cccc3cc[nH]c32)c1
    97, 96, 71, 101, 87, 102, 115, ·, 101

# In the list so far, these have a nitro group on carbon:
# Sequence of screens: SF-268, PC-3, UO-31, SF-539, SN12C, U251, DU-145, 786-0, SF-295
> CCCC(C)c1cc([N+](=O)[O-])cc([N+](=O)[O-])c1O (stereo unspecified)
    98, 85, 86, 92, 94, 95, 105, 80, 73
> COc1ccccc1N/N=C/c1ccc([N+](=O)[O-])cc1
    98, ·, 79, 100, 98, 97, 102, 97, 96
> CCOc1cc(C2C(C#N)=C(c3cccs3)OC(NC)=C2[N+](=O)[O-])ccc1O (stereo unspecified)
    91, 101, 80, 94, 98, 95, 102, 105, 99

# Compound profiles (already shown). Values in the order: SF-268	PC-3	UO-31	SF-539	SN12C	U251	DU-145	786-0	SF-295
# CN(C)C1(C(N)=O)CCN(Cc2ccccc2)CC1 is listed with 103	97	87	90	103	103	109	99	103
# Cn1c(O)c(N=Nc2ccc(S(N)(=O)=O)cc2)c2ccccc21 is listed with 98	119	89	99	99	96	105	88	100
# CC1(C)OCC(COC(c2ccccc2)(c2ccccc2)c2ccccc2)O1 (stereo unspecified) is listed with 94	89	86	104	102	95	100	104	99

# The list goes on.
# Sequence of screens: SF-268, PC-3, UO-31, SF-539, SN12C, U251, DU-145, 786-0, SF-295
> C[N+](C)(C)CC[N+](C)(C)C
    110, 86, 78, ·, 91, 103, 120, 104, 120
> CC1=Nc2ccccc2C(=O)N(C)N1
    112, 102, 100, 100, 99, 88, 120, 112, 97
> COc1ccc(S(=O)(=O)N(C(C)=O)c2ccccc2/C=C/c2cc[n+]([O-])cc2)cc1
    35, 18, 50, -30*, 32, 9.2*, 16, 27, 14
> O=C(O)c1ccccc1N=Cc1ccccc1
    109, 88, 97, 101, 110, 106, 108, 104, ·
> Cc1nn(-c2ccc(F)cc2)c2[nH]c(=S)n(-c3ccccc3)c(=O)c12
    99, 72, 82, 102, 97, 97, 113, 99, 98
> CN(C)c1ccc2nc3c(C(=O)O)cc(=O)c(O)c-3oc2c1
    102, 88, 76, 112, 98, 99, 117, 108, 108
> O=c1cc(-c2cccc(F)c2)oc2ccccc12
    103&110, 93&92, 88&69, 104&93, 97, 99&97, 109&105, 93&99, 100&117
> Cc1cc2c(n1-c1ccccc1)CSCC2=O
    89[100 µM], 56[100 µM], 44[100 µM], 62[100 µM], 89[100 µM], 88[100 µM], 92[100 µM], 85[100 µM], 83[100 µM]
> O=C(NC(C(=O)O)c1ccccc1)c1cccc(NCc2ccc(-c3noc(=O)[nH]3)cc2)c1 (stereo unspecified)
    99, 96, 83, 88, 92, 104, 111, 97, 105
> CCCC1(C)COC(=O)OC1
    107, 86, 87, 100, 102, 94, 111, 109, 114
> CCCn1c(=O)[nH]c(N)c(C(c2ccc(Cl)cc2)c2c(N)[nH]c(=O)n(CCC)c2=O)c1=O
    60, 52, 90, 71, ·, 52, 88, 71, 70
> CCOC(=O)C1C(=O)C=C(c2ccccc2)CC1c1ccccc1 (stereo unspecified)
    102, 83, 93, 98, 104, 93, 114, 101, ·
> Cc1ccc(Nc2nc(N)c3ccccc3n2)cc1Cl
    79, 60, 57, 81, 65, 62, 46, 81, ·
> N#Cc1c(Nc2ccccc2)nn2c(-c3ccccc3)ccnc12
    112, 94, 87, 92, 99, 102, 104, 98, 96
> COc1ccc2cc(C3=Nc4ccccc4SC3)ccc2c1
    95, 93, 72, 104, 101, 99, 104, 102, 98
> O=C(Nc1ccccc1F)Nc1ccccc1F
    86, 84, 61, 93, 88, 97, 91, 87, 80
> CC(C)C(N)C(=O)Nc1nncs1 (stereo unspecified)
    98, 92, 98, 97, 122, 115, 110, 107, 88
> CC(=O)NCc1ccccc1
    94, 86, 73, 97, 96, 93, 108, 105, 106
> C[C@]12ON=C(c3ccc(Cl)cc3)N1CCc1sccc12
    101, 90, 70, 98, 90, 94, 107, 97, 99
> COc1ccc(-c2ccnc3c(-c4ccccc4)c(Nc4ccccc4)nn23)cc1
    106, 82, 94, 78, 97, 87, 100, 70, 73
> O=C(C[n+]1cc2ccccc2c2ccccc21)C(F)(F)F
    97, 95, 77, 106, 98, 104, 109, 105, 104
> CCCCc1ccc(O)c(CN(CC)CC)c1
    108, 88, 73, 111, 95, 78, 119, 111, 102
> O=C(NNC(=S)Nc1ccccc1)c1ccncc1
    105, 90, 84, 100, 109, 105, 115, 98, 110
> OCc1ncc(-c2ccc(C(F)(F)F)cc2)c(NCCCC(F)(F)C(F)(F)C(F)(F)C(F)(F)C(F)(F)C(F)(F)C(F)(F)C(F)(F)F)n1
    102, 87, 81, 96, 114, ·, 101, 91, 102
> C=CC(c1ccccc1)c1nc2ccccc2s1 (stereo unspecified)
    99, 62, 60, 87, 92, 77, 114, 88, 78
> CN(C)c1ccc(/C=C/C(=O)O)cc1
    102&102, 94&91, 97&92, 105&96, 96&104, 96, 116&110, 97&92, 100&98
> COc1cc(C2C=C(c3ccc4c(c3)OCO4)NC(=S)N2)cc(OC)c1OC (stereo unspecified)
    89, 63, 56, ·, 86, 88, 119, 78, 97
> O=C(CS(=O)(=O)c1ccccc1)Nc1cc(-c2ccccc2)nn1-c1ccccc1
    95, 97, 77, 96, 99, 102, 112, 96, 97
> O=C1NC(=S)NC(=O)C1Nc1ccc(Br)cc1
    90, 82, 71, 100, 94, 90, 100, 97, 105
> COc1ccc(Cl)cc1Nc1nc2c(s1)CCCc1cc(C(=O)NC(C)(C)C)[nH]c1-2
    99, 77, 65, 83, 96, 84, 89, 88, 71

# 3 entries already listed, arranged by number of heavy atoms, descending.
# Sequence of screens: SF-268, PC-3, UO-31, SF-539, SN12C, U251, DU-145, 786-0, SF-295
> OCc1ncc(-c2ccc(C(F)(F)F)cc2)c(NCCCC(F)(F)C(F)(F)C(F)(F)C(F)(F)C(F)(F)C(F)(F)C(F)(F)C(F)(F)F)n1
    102, 87, 81, 96, 114, ·, 101, 91, 102
> O=C1CCc2ccc(OCc3cn(Cc4cc(=O)oc5c4ccc4ccccc45)nn3)cc2N1
    51, 96, 87, 75, 96, 49, 94, 70, 111
> CCCCc1ccc(O)c(CN(CC)CC)c1
    108, 88, 73, 111, 95, 78, 119, 111, 102

# Additional entries
# Sequence of screens: SF-268, PC-3, UO-31, SF-539, SN12C, U251, DU-145, 786-0, SF-295
> O=C(/C=C/c1cccc(F)c1)OCc1ccc2cc1OCC#C/C=C\C#CCO2
    100, 95, 88, 94, 97, 88, 149, 95, 109
> Cc1cc(NC(=O)c2ccc(N)cc2)ccc1N=Nc1ccc2c(O)c(N=Nc3ccc4cc(S(=O)(=O)O)ccc4c3)c(S(=O)(=O)O)cc2c1
    99, 103, 84, 117, 102, 108, 112, 101, 106
> CC(=O)Nc1ccc2c(c1)Cc1cc(F)ccc1-2
    81, 96, 57, 97, 107, 95, 96, 98, 101
> Nc1nc(Cl)c2[nH]cnc2n1
    101, 122, 94, 97, 92, 98, 119, 97, 94
> O=C1Nc2ccc([N+](=O)[O-])cc2C1=Nc1ccc(F)c(Cl)c1
    95, 90, 64, 90, 83, 103, 110, 102, 86
> COC(=O)/C=C1\Sc2nnc(CSC(SCc3nnc4n3NC(=O)/C(=C/C(=O)OC)S4)c3ccccc3)n2NC1=O (stereo unspecified)
    105, 91, 87, 103, 93, 101, 116, 107, 112
> CSc1cnnc2ccccc12
    105, 87, 71, 96, 104, 98, 120, 99, 112
> N#Cc1c(Nc2ccc(Cl)cc2)[nH]n(C2=Nc3ccccc3Sc3ccccc32)c1=O
    68, 54, 44, 65, 59, 84, 85, 60, 46
> CCOc1cc(Br)c(C(C)NC(=O)c2cccc(OC)c2)cc1OCC (stereo unspecified)
    76, 65, 55, 76, 79, 58, 93, 68, 92
> CC(=O)c1cc2c(Cl)cc(Cl)cc2oc1=O
    97, 96, 67, 98, 104, 100, 113, 106, 104
> Nc1nc(Nc2ccccc2SSc2ccccc2Nc2nc(N)nc(C(Cl)(Cl)Cl)n2)nc(C(Cl)(Cl)Cl)n1
    51, 44, -38*, 84, 19, 32, 82, 70, 27
> O=C(Cn1cc(COn2nnc3ccccc32)nn1)Nc1ccc(Br)cc1
    114, 101, 93, 101, 103, 101, 121, 101, 108

# High-throughput results as filed in PubChem BioAssay.
